hERG WT inh: inhibitors of human wildtype KCNH2 potassium channel; AID 720551; Q12809; U2OS, BacMam KCNH2, thallium flux FluxOr; active compounds read low; activity change, % at 1.84 µM; actives 0.37% (n = 340,000);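 active = maximum activity change below -70%; inconclusive = maximum activity change between -70% and -50%; inactive = maximum activity change above -50%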; also: % is scaled to controls: 0 for no effect and ±100 for the full control effect
Target sequence (Q12809 whole entry, looked up): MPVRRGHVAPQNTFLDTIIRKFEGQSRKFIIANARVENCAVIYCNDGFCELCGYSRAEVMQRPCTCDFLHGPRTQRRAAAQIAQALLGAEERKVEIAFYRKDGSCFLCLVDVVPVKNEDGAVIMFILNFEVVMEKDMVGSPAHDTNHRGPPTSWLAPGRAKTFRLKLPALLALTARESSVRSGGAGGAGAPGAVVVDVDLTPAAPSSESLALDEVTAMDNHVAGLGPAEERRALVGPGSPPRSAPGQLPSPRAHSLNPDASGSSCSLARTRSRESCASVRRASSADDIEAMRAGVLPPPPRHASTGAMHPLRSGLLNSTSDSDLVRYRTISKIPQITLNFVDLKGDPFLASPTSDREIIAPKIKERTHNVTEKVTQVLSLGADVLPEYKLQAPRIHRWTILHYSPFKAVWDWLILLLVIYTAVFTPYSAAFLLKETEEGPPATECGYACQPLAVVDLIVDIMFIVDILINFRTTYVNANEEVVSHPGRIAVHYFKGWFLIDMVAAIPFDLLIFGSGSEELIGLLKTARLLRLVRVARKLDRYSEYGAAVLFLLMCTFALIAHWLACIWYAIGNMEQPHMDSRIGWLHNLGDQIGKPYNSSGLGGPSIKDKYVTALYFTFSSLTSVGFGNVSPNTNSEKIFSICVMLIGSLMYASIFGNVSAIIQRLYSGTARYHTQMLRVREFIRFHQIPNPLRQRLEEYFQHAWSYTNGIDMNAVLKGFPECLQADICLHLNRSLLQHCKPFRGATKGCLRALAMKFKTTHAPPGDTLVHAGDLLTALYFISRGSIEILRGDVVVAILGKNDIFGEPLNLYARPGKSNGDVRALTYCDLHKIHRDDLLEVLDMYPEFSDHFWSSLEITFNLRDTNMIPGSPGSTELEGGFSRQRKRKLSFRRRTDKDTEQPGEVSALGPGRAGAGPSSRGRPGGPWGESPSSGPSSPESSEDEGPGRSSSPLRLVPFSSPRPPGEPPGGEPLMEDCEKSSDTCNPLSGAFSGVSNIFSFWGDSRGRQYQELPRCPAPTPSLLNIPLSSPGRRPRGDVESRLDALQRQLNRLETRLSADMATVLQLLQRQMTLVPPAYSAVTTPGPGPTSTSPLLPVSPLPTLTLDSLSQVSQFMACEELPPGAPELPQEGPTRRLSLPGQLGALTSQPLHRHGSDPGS
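U2OS cells were transduced with wild-type KCNH2 virus (2.03 x 10^8 / mL) for 4 h at room temperature, then cultured overnight at 37 C. Thallium flux was read with FluxOr dye. Rate constants were normalized to DMSO controls.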
KCNH2 3.1 block: inhibitors of human KCNH2 3.1 potassium channel isoform; actives 0.95% (n = 340,000); U2OS KCNH2 3.1, thallium flux FluxOr; active compounds read low; activity change, % (tested at about 1.8 µM);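 active = maximum activity change below -70%; inconclusive = maximum activity change from -70% to -50%; inactive = maximum activity change above -50%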;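 also: thallium influx rate constant from kinetic fluorescence after stimulation buffer; % is scaled to controls: 0 for no effect and ±100 for the full control effect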
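Thallium flux read-out: FluxOr dye with Red40 quencher in HBSS/HEPES, 45 min at RT. Rate constants from kinetic reads were normalized to positive and negative DMSO controls. Cells: U2OS virally expressing the 3.1 isoform.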
AT treatment: potential ataxia-telangiectasia treatment; […] A-T fibroblasts, KAP-1 phosphorylation AlphaLISA; neocarzinostatin DNA damage 30 min before lysis; Potency, µM (doses to about 57.5 µM), for inactives: top-dose activation, hits mostly activators; actives 0.19% (n = 320,000); AID 485349; also: potency is read from the fitted curve at half-maximal effect; % of control where 0% means no effect; nearly all actives have a fitted effect of over 45% in size
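ATM-like activity read as KAP-1 phosphorylation via AlphaLISA donor/acceptor antibody pairs after lysis and 6 hr at 25C. Cells were ATM-null patient fibroblasts ([…], hTERT), dosed 60 min, then exposed to the DSB inducer NCS for 30 min.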
ASM inhibitor: human S-ASM enzyme inhibition; actives 0.006% (n = 340,000); placental ASM, HMU-PC fluorogenic substrate, 60 min; AID 504937; P17405; Potency, µM (doses to about 57.5 µM), without a hit: at the top dose activity change, negative = inhibition, hits mostly inhibitors; also: potency is read from the fitted curve at half-maximal effect
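Human placenta-derived ASM preincubated with compound 10 min at room temperature, then reacted with 9 uM (final) fluorogenic HMU-PC substrate for 60 min at 37 C. Stop solution raises pH to 10; fluorescence read at Ex 386/Em 447 nm.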
Coupling enz: coupling enzyme interference in Giardia aldolase counter-screen; coupling enzyme system counterscreen, AmpLite Red fluorescence; activity change, negative = inhibition, % at 58.2 µM, hits read low; actives 0.67% (n = 290,000); in the data active = activity change below about -30%; also: % is scaled to controls: 0 for no effect and ±100 for the full control effect
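Fluorescence at 525 nm excitation and 598 nm emission measured inhibition of the coupled detection system without aldolase. Compounds (at 57.5 uM final) were preincubated 10 min at room temperature with coupling enzyme reagent before a 20 min substrate/AmpLite Red step.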
TRPV1 ag: human TRPV1 agonism | Q8NER1 | TRPV1-expressing cells, Fluo-8 calcium influx, agonist mode | activation, % at 8.33 µM | actives 0.19% (n = 320,000); in the data active = activation above about 80%; inconclusive = between about 30% and that limit; also: 0% is about no effect
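Cells expressing TRPV1 were dye-loaded with Fluo-8 and read kinetically: 10 s baseline, 3 min after compound (agonist portion), then 2 min after EC20 capsaicin (allosteric enhancer portion). Calcium-bound dye fluorescence at 480/520 nm.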
GALK inh: blocks human galactokinase activity; Purified GALK, Kinase-Glo residual ATP luminescence; actives 0.007% (n = 270,000); P51570; Potency, µM (titrated, usually from 57.5 µM), inactives show top-dose activity change, negative = inhibition, most hits filed as inhibitors; AID 1868; also: potency is read from the fitted curve at half-maximal effect; % is scaled to controls: 0 for no effect and ±100 for the full control effect
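Kinase-Glo Plus luminescence measured ATP left after a 1 h room-temperature reaction. The reaction used 5 nM GALK, 100 uM galactose and 35 uM ATP at pH 8.0 (20 mM HEPES, 5 mM MgCl2, 60 mM NaCl, 1 mM DTT, 0.01% BSA).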
CXXC DNA block: inhibitors of human MLL CXXC domain-DNA interaction | Q03164 | MLL-CXXC / FITC-HOXA9 DNA fluorescence polarization | Potency, µM (doses to about 115 µM), for inactives: at the highest dose activity change, negative = inhibition, actives largely listed as inhibitors | actives 0.037% (n = 290,000) | AID 2662; active = well fitted inhibition curve with a large enough effect in the polarisation, with a control signal flat, not every such curve was filed as active; inconclusive = small, poorly fitted or top-dose-only effect, or effect the other way, or a change in a side signal; inactive = no such curve, though single readings can be large or run the other way; the % refers to the polarisation; also: potency is read from the fitted curve at half-maximal effect
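Steps: dispense CXXC domain solution (7 uM) → pin compounds or unlabeled HOX-A9 DNA control → 5 min ambient → add FLSN-HOX-A9 solution (50 nM) → spin → 30 min ambient → fluorescence polarization. Tris pH 7.5/NaCl/DTT/BSA buffer.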
Integrin act MD: activates integrin-mediated alleviation for muscular dystrophy; alpha7betagal myoblasts, beta-gal FDG fluorescence, 48 h; Potency, µM (titrated, usually from 38.3 µM), inactives show at the top dose activation, most hits filed as activators; actives 0.064% (n = 350,000); AID 624291;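 also: potency is read from the fitted curve at half-maximal effect; 100% = response of the positive control SU9516; nearly all actives have a fitted effect of over 60% in size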
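Alpha7betagal+/- myoblasts (passage 13) were plated 16-24 hr, then exposed to compounds (1:260 dilution of DMSO stock) for 48 hours at 37C. After MPER lysis, β-galactosidase reporter activity was read as FDG fluorescence (ex 480/em 540) after 30 minutes.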
MBNL1 CUG block: MBNL1-poly(CUG) RNA binding inhibition; Q9NR56; TR-FRET MBNL1-His/biotin-(CUG)12 binding, 665/545 ratio; Potency, µM (titrated, usually from 57.5 µM), for the others: top-dose activity change, negative = inhibition, most hits filed as inhibitors; actives 0.036% (n = 280,000); active = well fitted inhibition curve with a large enough effect in the signal ratio, with a control signal flat, not every such curve was filed as active; inconclusive = small, poorly fitted or top-dose-only effect, or effect the other way, or a change in a side signal; inactive = no such curve, though single readings can be large or run the other way; the % refers to the signal ratio; also: potency is read from the fitted curve at half-maximal effect; % is scaled to controls: 0 for no effect and ±100 for the full control effect
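His-tagged MBNL1 binding to biotinylated (CUG)12 RNA was measured by TR-FRET using terbium anti-His antibody (0.055 ng/ul final) and streptavidin-XL665 (5 nM final). Compounds were titrated 92 nM to 58 uM; 60 min at room temperature.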
Numbers without * were called inactive; [ ] = remark or other dose. Unless noted, calls follow the shape of the dose curve; as a rule, active = well fitted curve in the direction sought with a large enough effect; inconclusive = small, poorly fitted or top-dose-only effect, or another doubt; inactive = no such curve, though single readings can be large; an effect the other way counts as inactive or inconclusive. Rows were taken by chance. Share with any hit: about 2%.

CC(C)CN(C(=O)COC(=O)CNC(=O)c1ccccc1F)c1c(N)n(Cc2ccccc2)c(=O)[nH]c1=O was read as hERG WT inh -5, KCNH2 3.1 block 0, ASM inhibitor 9% and Integrin act MD 13%.
For O=C1CCN(Cc2ccccc2)CCN1[C@H](COc1ccccc1)Cc1ccccc1 the results were hERG WT inh 75, KCNH2 3.1 block -21, AT treatment 7%, ASM inhibitor 10%, Coupling enz 0, TRPV1 ag 22, CXXC DNA block -3%, Integrin act MD -18% and MBNL1 CUG block -1%.
`CC(Sc1nnc(-c2cccnc2)n1N)C(=O)Nc1ccc2c(c1)OCCO2` (stereo not drawn) gave hERG WT inh -1, KCNH2 3.1 block -10, AT treatment 2%, ASM inhibitor -2%, TRPV1 ag -7 and Integrin act MD -1%.
For O=c1[nH]c(CN2CCN(Cc3ccccc3)CC2)nc2scc(-c3ccccc3)c12 the results were hERG WT inh 17, KCNH2 3.1 block -3, AT treatment -4%, ASM inhibitor 1%, Coupling enz 0, TRPV1 ag 13, GALK inh 1%, CXXC DNA block 6%, Integrin act MD 18% and MBNL1 CUG block 7%.
COC(=O)C1=C(CCc2ccccc2)NC(=O)NC1c1ccc([N+](=O)[O-])cc1 (stereo not drawn) was read as hERG WT inh -4, KCNH2 3.1 block -25, ASM inhibitor 0% and Integrin act MD -8%.
`Cc1n[nH]c(=O)c2c(NC(=O)CSc3nc4ccccc4c(=O)n3-c3ccc(OC(F)F)cc3)oc(C)c12` gave hERG WT inh inconclusive, KCNH2 3.1 block -11, AT treatment 5%, ASM inhibitor -15%, TRPV1 ag -4 and Integrin act MD -19%.
`CC1(c2ccccc2Cl)NC(=O)N(CC(=O)Nc2ccc(N3CCCCC3)cc2)C1=O` (stereo not drawn) gave hERG WT inh -3, KCNH2 3.1 block -3, AT treatment 2%, ASM inhibitor 3%, TRPV1 ag 1 and Integrin act MD -14%.
Screening CCOc1ccccc1OCCn1ncc2ccc(OC)c(OC)c2c1=O returned hERG WT inh -6, KCNH2 3.1 block 4, AT treatment -3%, ASM inhibitor -2%, Coupling enz 1, TRPV1 ag -1, GALK inh 1%, CXXC DNA block 5%, Integrin act MD 15% and MBNL1 CUG block -5%.
For CC(C)(C)c1csc(N/N=C/c2ccc(O)cc2)n1 the results were hERG WT inh 1, KCNH2 3.1 block 0, AT treatment 4%, ASM inhibitor 18%, Coupling enz 0, TRPV1 ag 4, GALK inh 6%, CXXC DNA block -1%, Integrin act MD -56%[inhibitor] and MBNL1 CUG block 8%.
Cc1ccc(C2Nc3ccccc3C(=O)N2Cc2ccco2)cc1 (stereo not drawn) was read as hERG WT inh -8, KCNH2 3.1 block -1, AT treatment 1%, ASM inhibitor 156%[activator], TRPV1 ag 12, GALK inh 4%, CXXC DNA block -4%, Integrin act MD 13% and MBNL1 CUG block 9%.
Screening N#Cc1cccnc1N1CCN(C(=O)c2ccco2)CC1 returned hERG WT inh 11, KCNH2 3.1 block 2, AT treatment -7%, ASM inhibitor 9%, Coupling enz -1, TRPV1 ag 0, GALK inh 3%, CXXC DNA block 2%, Integrin act MD 3% and MBNL1 CUG block 2%.
For O=C(c1cc2nc(-c3ccccc3)cc(C(F)(F)F)n2n1)N1CCN2CCCC2C1 (stereo not drawn) the results were hERG WT inh 7, KCNH2 3.1 block -2, AT treatment 2%, ASM inhibitor 18%, Coupling enz 0, TRPV1 ag -3, GALK inh 1%, CXXC DNA block -3%, Integrin act MD 0% and MBNL1 CUG block inconclusive.
For COC(=O)c1sc(NC(C)=O)c(C(=O)OC)c1C the results were hERG WT inh -5, KCNH2 3.1 block 2, AT treatment 0%, ASM inhibitor 1%, Coupling enz -1, TRPV1 ag 2, GALK inh -3%, CXXC DNA block 6%, Integrin act MD -2% and MBNL1 CUG block -1%.
CCOC(=O)c1cnn(-c2ccc(NS(=O)(=O)c3ccc(Cl)cc3)cc2)c1C(F)(F)F was read as hERG WT inh 0, KCNH2 3.1 block 3, AT treatment 4%, ASM inhibitor -5%, Coupling enz -2, TRPV1 ag -1, GALK inh 0%, CXXC DNA block 5%, Integrin act MD -23% and MBNL1 CUG block -8%.
For O=C(CSc1nnc(CNc2ccc(Cl)cc2)o1)Nc1nc2c(s1)CCCC2 the results were hERG WT inh 15, KCNH2 3.1 block -27, AT treatment 3%, ASM inhibitor -16%, Coupling enz 6, TRPV1 ag -2, GALK inh 12%, CXXC DNA block 4%, Integrin act MD -3%[7.66 µM] and MBNL1 CUG block 2%.
Screening COCCNc1c([N+](=O)[O-])c(=O)n(-c2ccccc2)c2ccccc12 returned hERG WT inh 0, KCNH2 3.1 block 26, AT treatment -4%, ASM inhibitor -2%, Coupling enz 1, TRPV1 ag 1, GALK inh -3%, CXXC DNA block -1%, Integrin act MD 12% and MBNL1 CUG block inconclusive.
Screening COc1ccc2cc(-c3cc(C(=O)O)c4ccccc4n3)ccc2c1 returned hERG WT inh -22, KCNH2 3.1 block -3, AT treatment inconclusive, ASM inhibitor 100%[activator], Coupling enz 6, GALK inh -4%, CXXC DNA block 8%, Integrin act MD 5% and MBNL1 CUG block inconclusive.
For CCc1c(C)nc2c(OC)cccc2c1Cl the results were hERG WT inh -6, KCNH2 3.1 block -9, AT treatment 10%[11.5 µM], ASM inhibitor -3%, Coupling enz -1, TRPV1 ag 4, GALK inh 1%, CXXC DNA block -3%, Integrin act MD -34% and MBNL1 CUG block -7%.
For Cc1c(C(=O)N2CCN(c3ccccn3)CC2)cccc1[N+](=O)[O-] the results were hERG WT inh 4, KCNH2 3.1 block 12, AT treatment -1%, ASM inhibitor -2%, Coupling enz -1, TRPV1 ag 4, GALK inh -1%, CXXC DNA block 8%, Integrin act MD 1% and MBNL1 CUG block -1%.
O=[N+]([O-])c1cccc(Cl)c1NCCNS(=O)(=O)c1ccccc1 was read as hERG WT inh -27, KCNH2 3.1 block -1, AT treatment 4%, ASM inhibitor -13%, Coupling enz -1, TRPV1 ag 9, GALK inh 0%, CXXC DNA block 2%, Integrin act MD -1% and MBNL1 CUG block inconclusive.
For COc1cc(C)c(CN2CCN(c3ncccn3)CC2)cc1C the results were hERG WT inh 12, KCNH2 3.1 block -1, ASM inhibitor 0% and Integrin act MD -8%.
C#CCN(Cc1ccccc1)S(=O)(=O)C=C was read as hERG WT inh -2, KCNH2 3.1 block 16, AT treatment 8%, ASM inhibitor 0%, TRPV1 ag -2 and Integrin act MD 0%.
For C/C(=C/c1ccccc1)C(=O)N1CC(C)OC(C)C1 (stereo not drawn) the results were hERG WT inh -12, KCNH2 3.1 block -13, AT treatment 6%, ASM inhibitor 6%, Coupling enz 1, TRPV1 ag 2, GALK inh -3%, CXXC DNA block 6%, Integrin act MD -10% and MBNL1 CUG block -8%.
For CCOC(=O)C(=O)Nc1nnc(SCc2ccc(F)cc2)s1 the results were hERG WT inh -8, KCNH2 3.1 block 4, AT treatment 13%, ASM inhibitor 2%, Coupling enz 22, TRPV1 ag 0, GALK inh -2%, CXXC DNA block 0%, Integrin act MD 18% and MBNL1 CUG block -18%.
Screening CCOc1ccccc1N/C=C/C(=O)C(C)(C)C returned hERG WT inh -1, KCNH2 3.1 block 25, ASM inhibitor 2%, Coupling enz -3, TRPV1 ag 24, GALK inh 2%, CXXC DNA block -3%, Integrin act MD -10% and MBNL1 CUG block 5%.
Screening C/C(NC(=O)c1ccccc1)=C1/C(=O)CC2C1C2(C)C (stereo not drawn) returned hERG WT inh 1, KCNH2 3.1 block -2, AT treatment 0%, ASM inhibitor -6%, Coupling enz 3, TRPV1 ag 16, GALK inh 6%, CXXC DNA block -2%, Integrin act MD 18% and MBNL1 CUG block 13%.

Looked up one by one from the list above, two records:
For O=C1CCN(Cc2ccccc2)CCN1[C@H](COc1ccccc1)Cc1ccccc1 the results were hERG WT inh 75, KCNH2 3.1 block -21, AT treatment 7%, ASM inhibitor 10%, Coupling enz 0, TRPV1 ag 22, CXXC DNA block -3%, Integrin act MD -18% and MBNL1 CUG block -1%.
Cc1ccc(C2Nc3ccccc3C(=O)N2Cc2ccco2)cc1 (stereo not drawn) was read as hERG WT inh -8, KCNH2 3.1 block -1, AT treatment 1%, ASM inhibitor 156%[activator], TRPV1 ag 12, GALK inh 4%, CXXC DNA block -4%, Integrin act MD 13% and MBNL1 CUG block 9%.

Compound activity: PubChem, National Center for Advancing Translational Sciences (NCATS)
